AI-2 QS mod: Vibrio harveyi AI-2 quorum sensing modulation; 300,000 compounds, 0.4% hits; activity change, % at 7.5 µM; Vibrio harveyi JMH597 AI-2 luminescence/OD600 ratio, 9 h; hits give low values; strain lacks LuxN and CqsS sensors; 0 = neutral-control median; in the data active = activity change below about -75%, passing the limit was not always enough;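 also: luminescence divided by OD600 gain over 9 h not by final OD600 alone; inactives centre near 13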
GSK3A inh: inhibitors of human GSK-3 alpha kinase; ADP-Glo luminescence, 60 min; inhibition, % at 10 µM; 320,000 compounds, 0.1% hits; P49840;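 in the data active = inhibition above about 50%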;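 also: GST-tagged GSK-3 alpha with peptide substrate and 25 µM ATP; 0% = DMSO neutral wells and 100% = GW8510 positive control wells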
Target sequence (P49840 whole entry, looked up): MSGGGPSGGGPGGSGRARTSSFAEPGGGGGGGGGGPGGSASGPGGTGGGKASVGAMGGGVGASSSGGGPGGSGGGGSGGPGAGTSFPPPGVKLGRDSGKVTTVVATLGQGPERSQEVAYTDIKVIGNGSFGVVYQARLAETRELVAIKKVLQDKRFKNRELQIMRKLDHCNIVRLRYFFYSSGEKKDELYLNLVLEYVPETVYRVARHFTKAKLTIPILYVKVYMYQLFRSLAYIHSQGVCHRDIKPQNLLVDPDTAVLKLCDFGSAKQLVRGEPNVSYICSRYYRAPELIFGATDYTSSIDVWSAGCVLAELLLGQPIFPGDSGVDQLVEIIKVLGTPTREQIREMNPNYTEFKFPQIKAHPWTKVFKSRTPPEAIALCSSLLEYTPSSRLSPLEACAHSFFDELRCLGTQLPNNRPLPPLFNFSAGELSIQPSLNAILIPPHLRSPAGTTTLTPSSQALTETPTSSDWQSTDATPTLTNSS
HSF1 inhib: HSF1 inhibition | activity change, negative = inhibition, % at 7.5 µM (by protocol) | NIH3T3-HGL HSE-luciferase, MG132-induced, luminescence 8 h; hits give low values | 300,000 compounds, 0.77% hits | AID 2098;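 active = more than half of replicate wells show activity change below -50%, luminescence cut by over half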;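 also: luciferase reports HSF-1 transcriptional activity via heat shock element; 0% = median of DMSO wells and -100% = zero luminescence signal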
HSP90 inh: inhibitors of HSP90 luciferase refolding in rabbit reticulocyte lysate; AID 1789; 290,000 compounds, 0.91% hits; inhibition, % at 5.6 µM; luciferase refolding luminescence, 3 h;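 active = inhibition above the screen-wide mean plus 3 SD, computed separately per campaign, cut at about 16% in these data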;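 also: 0% = DMSO wells and 100% = 60 µM geldanamycin wells; inhibitors lower the luminescence because luciferase stays unfolded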
GSK3beta inhib: blocks human GSK3beta kinase activity; P49841; GST-GSK3beta kinase, ADP-Glo luminescence, 60 min; hits give low values; activity score (negative = inhibition), % at 10 µM; 300,000 compounds, 0.038% hits; AID 2097;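 active = more than half of replicate wells score below -50%, meaning over 50% inhibition versus plate controls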;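 also: 0% = median DMSO wells and -100% = median GW8510 positive control wells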
Target sequence (P49841 whole entry, looked up): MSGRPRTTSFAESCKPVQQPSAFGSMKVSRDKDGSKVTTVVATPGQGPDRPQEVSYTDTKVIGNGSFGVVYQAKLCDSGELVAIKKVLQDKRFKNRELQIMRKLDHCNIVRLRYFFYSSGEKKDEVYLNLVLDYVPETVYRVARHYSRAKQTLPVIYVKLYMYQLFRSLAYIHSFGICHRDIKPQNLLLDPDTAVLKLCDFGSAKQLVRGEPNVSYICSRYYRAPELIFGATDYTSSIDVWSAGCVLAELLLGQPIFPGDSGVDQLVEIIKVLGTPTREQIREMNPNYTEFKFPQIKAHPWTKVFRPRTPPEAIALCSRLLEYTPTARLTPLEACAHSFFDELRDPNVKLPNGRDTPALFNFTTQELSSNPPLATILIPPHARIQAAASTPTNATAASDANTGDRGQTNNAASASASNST
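Assay system: GST-tagged human GSK3beta kinase, cell-free; Input: 1.6 ng GSK3beta; Medium: Tris/MgCl2 kinase buffer; Timing: 60 min enzyme reaction, room temperature; Signal: ADP-Glo luminescence quantifying ADP generated by kinase; Evaluation: score relative to plate controls; Benchmarks: DMSO neutral wells and GW8510 at 20 µM as positive.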
KLF5 inhibitor: suppresses KLF5 promoter-driven expression; DLD-1 KLF5 promoter-luciferase reporter, luminescence; 290,000 compounds, 0.23% hits; inhibition, % at 5 µM;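 active = inhibition above a per-plate limit of that plate's mean compound inhibition plus 3 SD, cut at about 60% in these data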;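 also: 0% = DMSO wells and 100% = LY294002 at 200 µM; higher means less KLF5 promoter-driven luciferase light; inactives centre near -14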
IEC-6 cytotox: kills IEC-6 intestinal cells in KLF5 counter-screen | IEC-6 cytotoxicity, luminescence viability | inhibition, % at 5 µM | 290,000 compounds, 0.78% hits | AID 1825; in the data active = inhibition above about 22%;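 also: 0% = plate median of test compound wells and 100% = cytotoxic reference compound wells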
aSyn 5UTR inh: MLPCN primary screen, SNCA 5' untranslated region; alpha-synuclein 5'UTR reporter, inhibitor activity; inhibition, % (tested at 7.5 µM); 300,000 compounds, 0.82% hits; in the data active = inhibition above about 60%;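 also: H4 neuroglioblastoma cells stably carrying SNCA 5'UTR luciferase fusion; 0% = DMSO wells and 100% = positive control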
HSF1 activator: increases HSF-1 driven luciferase reporter signal; activation, % at 9 µM; AID 504408; 300,000 compounds, 1.7% hits; NIH3T3-HGL HSF-1 luciferase reporter, MG132, 8 h; 100% = twice DMSO control signal;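 active = mean replicate activation of at least 50% with a set share of replicates each reaching 50%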;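 also: 0% = median of the neutral control wells and 100% = twice that signal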
PolyA inh: inhibitors of polyadenylation in S. cerevisiae. calls only at 12 µM. 300,000 compounds, 0.02% hits. S. cerevisiae SKY197-pL101 polyadenylation reporter, beta-gal luminescence; efflux-impaired pdr1/pdr3 knockout yeast; score 100 = 6 SD above DMSO;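 active = lowest replicate activity score at least 50, where 100 means six control SD above control mean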;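 also: yeast exposed to compound for 9 h at 30 °C; higher score means more reporter readthrough which indicates perturbed polyadenylation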
* marks the source's active call; other numbers are inactive results; i = inactive; . = not tested or not shown. An excerpt; count on the stated rates, not on these rows.

SMILES	AI-2 QS mod	GSK3A inh	HSF1 inhib	HSP90 inh	GSK3beta inhib	KLF5 inhibitor	IEC-6 cytotox	aSyn 5UTR inh	HSF1 activator	PolyA inh
CCOC(=O)NC(Nc1nnc(C)s1)(C(=O)OCC)C(F)(F)F (centres undefined)	28	-1	5	-6	4	4	-11	-6	-12	i
CCOC(=O)Cn1c(=O)oc2cc(S(=O)(=O)NC3CCCc4ccccc43)ccc21 (centres undefined)	12	0	-1	1	-2	-25	6	10	2	i
Oc1ccc(/C=N/NC2=NCCCCC2)cc1	25	-2	-9	4	3	-1	4	-20	0	i
Cc1sc2nc3c4ccccc4c(NCc4ccco4)nn3c(=O)c2c1C	.	1	.	79*	.	26	-7	.	.	.
Cn1nc(C(C)(C)C)cc1C(=O)NNC(=O)c1ccc(C(F)(F)F)cc1	14	1	0	-2	-1	-12	6	-27	5	i
O=C(CNC(=O)Cc1ccc(Cl)cc1)NCc1ccco1	19	0	-3	0	3	-19	-2	16	-8	i
N#Cc1c2n(c(=S)n(-c3ccccn3)c1=O)CCCCC2	39	-2	-10	3	2	-28	0	-53	-1	i
CC(=O)OC(C(=O)Nc1ccccc1)C(C)S(=O)(=O)c1ccccc1 (centres undefined)	-12	-1	-5	3	4	-20	2	5	-19	i
N#Cc1cc2ccccc2n2nnnc12	12	-2	-8	-3	4	-8	-2	14	6	i
CCc1cc(C(=O)OC)c(NC(=O)CC2Sc3ccc(C(F)(F)F)cc3NC2=O)s1 (centres undefined)	11	.	-7	4	0	-32	-7	-16	-9	i
Cn1c2c(c(=O)n1-c1ccccc1)CSCC2	8	-3	-4	.	-2	.	.	-1	-11	i
CCn1c(SCC(=O)c2ccc(OC)cc2)nnc1C1CC1	12	-1	9	0	2	0	1	-39	-1	i
CC(C)n1cnc2c(Nc3ccc(C(=O)O)cc3)nc(Cl)nc21	23	-3	-5	.	0	.	.	-10	6	i
CCCSc1nc(C)cc(=O)[nH]1	15	0	-15	1	2	6	-1	-16	-5	i
Cc1ccc(N2C(=O)C3C(c4ccccc4)N4CCCN4C3(C)C2=O)cc1 (centres undefined)	-1	1	-6	3	-8	-15	0	16	-9	i
CC1=NNC(=O)C1CCC(=O)N/N=C/C=C/c1ccccc1 (centres undefined)	7	3	-6	4	4	-5	-4	-5	3	i
NC(=O)c1c(NC(=O)Cn2cc([N+](=O)[O-])cn2)sc2c1CCCC2	1	4	8	6	0	1	10	-6	2	i
CN(C)C=Nc1nonc1N	6	1	-4	-2	-4	-15	-4	1	7	i
O=C(COC(=O)C1CCCC1)NCc1ccc(Cl)cc1	21	-1	2	1	-5	20	-3	12	4	i
COc1ccc(C(=O)N2N=C(c3ccccc3)CC2(O)C(F)(F)F)cc1 (centres undefined)	14	.	9	2	-1	-24	1	9	25	i
CC1(C)C(=O)N(c2ccccc2Cl)C(=O)c2ccccc21	19	-1	-4	2	1	-1	0	2	-7	i
CC(NC(=O)c1cc(COc2ccc3ncccc3c2)on1)c1ccc(F)cc1 (centres undefined)	32	0	1	4	2	-26	7	3	-5	i
C=C(C)CNC(=S)Nc1cccc(S(=O)(=O)NC2=NCCC2)c1	13	.	-4	-2	5	-15	0	-7	-12	i
CCOC(=O)c1c(NC(=S)N2CCCCC2)sc2c1CCN(C(=O)OCC)C2	20	-16	86	1	2	-27	-3	-22	121*	i
N#CC1(NC(=O)Cn2ncc(Cl)c(Cl)c2=O)CCCCC1	.	-1	17	.	.	.	.	-206	29	i
Cc1ccccc1CNC(=O)Nc1cccs1	.	0	.	-5	.	-13	-5	.	.	.
COC(=O)c1ccc(NC(=O)CSc2nn3c(=O)c(C)nnc3s2)cc1	7	0	-8	0	2	-15	5	-32	-7	i
COc1ccc(C(NC(=O)c2ccc(F)cc2)c2ccccc2)cc1 (centres undefined)	1	-1	-1	2	-2	-17	-4	23	11	i
COc1ccc(-c2noc(CCC(=O)NC3CCCC3)n2)cc1	21	-2	1	2	1	-23	3	-34	5	i
O=C(CCN1C(=O)[C@@H]2Cc3ccccc3CN2C1=O)NCc1ccc(Cl)cc1	2	-2	-2	-2	-2	-14	-1	0	8	i

Exported with two lines to a compound: four of the compounds above
Results follow in this order: AI-2 QS mod	GSK3A inh	HSF1 inhib	HSP90 inh	GSK3beta inhib	KLF5 inhibitor	IEC-6 cytotox	aSyn 5UTR inh	HSF1 activator	PolyA inh
CN(C)C=Nc1nonc1N
→ 6	1	-4	-2	-4	-15	-4	1	7	i
O=C(COC(=O)C1CCCC1)NCc1ccc(Cl)cc1
→ 21	-1	2	1	-5	20	-3	12	4	i
COc1ccc(C(=O)N2N=C(c3ccccc3)CC2(O)C(F)(F)F)cc1 (centres undefined)
→ 14	.	9	2	-1	-24	1	9	25	i
CC1(C)C(=O)N(c2ccccc2Cl)C(=O)c2ccccc21
→ 19	-1	-4	2	1	-1	0	2	-7	i

Next section
SMILES	AI-2 QS mod	GSK3A inh	HSF1 inhib	HSP90 inh	GSK3beta inhib	KLF5 inhibitor	IEC-6 cytotox	aSyn 5UTR inh	HSF1 activator	PolyA inh
CCOC(=O)C[C@H]1c2ccc(C(F)(F)F)cc2S(=O)(=O)N1C(C)(C)C	5	2	-2	.	2	.	.	-2	-12	.
CCc1cccc(NC(=O)NC(=O)Cn2nnc(C(=O)OC)c2C(=O)OC)c1	-62	0	-14	-8	-4	-8	-2	2	7	i
COc1ccc(-c2nc(C(N)=O)c3[nH]c(=O)n(-c4cccc(C)c4)c3n2)c(OC)c1	21	6	0	-5	-1	-28	1	-3	-1	i
CCCCOc1ccc(S(=O)(=O)N2CCN(c3ccc(N4CCN(CC)CC4)nn3)CC2)cc1	-14	0	4	.	0	.	.	11	8	i
S=C(NCc1ccco1)Nc1cc(-c2ccccc2)[nH]n1	-81*	11	26	-3	5	-36	-2	-68	28	i
COc1ccc(OC)c(NC=C2C(=O)OC(C)(C)OC2=O)c1	12	0	-4	3	2	-3	3	0	-4	i
CCOc1ccccc1NC(=O)/C(C#N)=C/c1cccnc1	15	-3	6	-4	4	-8	-2	-2	21	i
COC(=O)c1ccc(-c2nc3cc(N)ccc3o2)cc1	21	-1	10	1	-1	-30	4	36	30	i
CCNC(=O)Nc1nc2ccccc2s1	7	2	23	-1	-2	-50	-1	-97	40	i
O=C(C1=C[C@@H](C2CCCCC2)C[C@@H](OCc2ccc(CO)cc2)O1)N1CCN(Cc2ccc3c(c2)OCO3)CC1	3	.	-5	3	0	11	8	6	-3	i
COc1ccc(/C=C2\SC(=O)N(CC(=O)NCCC(C)C)C2=O)cc1OC	29	-3	-1	1	2	4	3	11	1	i
O=C(CCc1nc2sc3c(c2c(=O)[nH]1)CCCC3)Nc1ccccc1Cl	20	4	9	.	1	.	.	3	17	i
O=C1NC(=S)N/C1=C/c1cccc([N+](=O)[O-])c1O	39	2	-8	-5	2	-8	-8	-6	-13	i
Oc1cccc(Nc2ncnc3c2oc2ccccc23)c1	6	1	16	-3	0	-164	4	-134	12	i
CC(Sc1ccccn1)C(=O)Nc1ccccc1 (centres undefined)	20	1	11	-1	1	-16	3	-208	14	i
CN(C)c1nc(-c2ccccc2)c2cnn(Cc3ccccc3)c2n1	5	-1	5	-1	-8	-8	2	38	-5	i
Nc1nnnn1CC(=O)N/N=C/c1ccc(-c2cccc(Cl)c2)o1	12	5	14	-1	0	-13	-7	-19	46	i
CC1CCN(C(=O)C2CCCN(c3ncnc4c3nc3n4CCCCC3)C2)CC1 (centres undefined)	25	.	2	4	1	-6	2	6	22	i
O=C1/C(=C/c2ccncc2)CCC/C1=C\c1ccncc1	3	.	15	0	0	38	17	-101	12	i
C/C(CC(=O)Nc1ccc2ccccc2c1)=N\NC(=O)c1ccc(O)c(O)c1	12	-26	14	2	-5	5	5	-25	55*	i
CCOC(=O)C1(Cc2cccc(OC)c2)CCN(Cc2csc(C(C)=O)c2)CC1	9	-1	7	0	0	-4	-4	3	10	i
CC(=O)NC(Cc1cnc[nH]1)C(=O)O (centres undefined)	16	-1	-8	0	5	-18	0	11	2	i
COc1ccc(CCNC(=O)/C=C/c2cc(OC)c(OC)c(OC)c2)cc1OC	18	-1	-2	-1	2	-13	0	9	-2	i
CCOCCCNC(=O)/C(C#N)=C/c1ccc(C)o1	-5	0	-2	0	-1	-13	-5	-29	-4	i
O=C(O)c1ccccc1C(=O)NC1CCCc2ccccc21 (centres undefined)	22	-2	-11	-3	1	-20	-4	5	-29	i
CCNC(=O)c1nc[nH]c1C(=O)NCC	32	1	-3	-1	-2	-22	1	1	6	i
COc1ccccc1NC(=O)CC1S/C(=N/N=C(\C)C2CCCCC2)NC1=O (centres undefined)	27	-3	-7	0	1	-3	7	-3	7	i
CC(C)CC(=O)c1c[nH]c(C(=O)NCc2ccc(F)cc2)c1	10	-2	1	2	0	-15	5	-5	5	i
COc1ccc(Cl)cc1N(CC(=O)NC(C(C)C)C(C)C)S(C)(=O)=O	11	-2	-7	-3	-4	7	2	-2	8	i
CN(C)C(=O)CCSc1nnc(-c2ccco2)o1	7	0	0	2	2	-32	-4	-28	14	i

Reprinted at random: 3 records from the list.
SMILES	AI-2 QS mod	GSK3A inh	HSF1 inhib	HSP90 inh	GSK3beta inhib	KLF5 inhibitor	IEC-6 cytotox	aSyn 5UTR inh	HSF1 activator	PolyA inh
Nc1nnnn1CC(=O)N/N=C/c1ccc(-c2cccc(Cl)c2)o1	12	5	14	-1	0	-13	-7	-19	46	i
C/C(CC(=O)Nc1ccc2ccccc2c1)=N\NC(=O)c1ccc(O)c(O)c1	12	-26	14	2	-5	5	5	-25	55*	i
COc1ccc(CCNC(=O)/C=C/c2cc(OC)c(OC)c(OC)c2)cc1OC	18	-1	-2	-1	2	-13	0	9	-2	i

High-throughput results deposited in PubChem BioAssay by several laboratories.
